Assay outcomes deposited in PubChem by several laboratories.
MsrA inhibitor: inhibits bovine methionine sulfoxide reductase A. purified bovine MsrA, absorbance read-out. inhibition, % at 15.5 µM. hit rate 0.75% among 360,000; in the data active = inhibition above about 4.5%;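 also: 0% = vehicle wells with enzyme and 100% = reference inhibitor wells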
STEP inh: blocks human striatal-enriched tyrosine phosphatase; recombinant STEP, OMFP fluorogenic substrate, fluorescence; hit rate 0.25% among 360,000; inhibition, % at 20 µM;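 active = inhibition at 20 µM, scaled per plate between control wells, above about 37%, limit read from the data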;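 also: 0% = DMSO with enzyme and substrate and 100% = substrate only without enzyme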
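System: STEP phosphatase, cell-free reaction; Buffer or medium: Bis-Tris pH 6.0 buffer with DTT, detergent; Incubation: 20 min at room temperature, dark; Measured by: fluorescence, 480/540 nm.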
NadD inh: NadD (S. aureus) enzyme inhibition. purified NadD enzyme, colorimetric absorbance read-out. inhibition, % at 20 µM. hit rate 0.78% among 360,000. AID 602399; in the data active = inhibition above about 26%; also: some compounds past the cut are filed as inactive
DNMT1 inh: blocks human DNA methyltransferase DNMT1. inhibition (reported as % activation of signal), % at 10 µM. P26358. DNMT1 molecular beacon, Hinp1I cleavage, fluorescence. hit rate 0.83% among 360,000; in the data active = inhibition above about 50%
SUMO1 PPI mod: alters human SUMO1 binding to SIM partners; P63165; SUMO1 binding to a labelled peptide, TR-FRET, 1 h; inhibition, % at 20 µM; hit rate 0.33% among 360,000; AID 602429; in the data active = inhibition above about 37%
Target sequence (P63165 whole entry, looked up): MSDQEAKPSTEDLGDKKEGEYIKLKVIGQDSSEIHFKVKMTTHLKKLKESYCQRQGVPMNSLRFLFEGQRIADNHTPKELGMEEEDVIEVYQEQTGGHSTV
Tb MetRS inh: Trypanosoma brucei MetRS inhibition; purified T. brucei MetRS, ATP depletion, Kinase-Glo luminescence; hit rate 0.4% among 360,000; inhibition, % at 11.9 µM;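 active = inhibition above a per-plate cutoff of the control wells' mean inhibition plus 3 SD, cut at about 5.5% in these data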;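 also: 0% = DMSO wells median and 100% = median of wells with control inhibitor compound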
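assay system = parasite MetRS enzyme | timing = 15 min preincubation, 2 h reaction, all 25 °C | evaluation = percent inhibition relative to median high and low control wells | medium = HEPES buffer containing pyrophosphatase, BSA, spermine, DTT | compound = single dose, 11.9 µM final nominal, 0.9% final DMSO | detection = Kinase-Glo luminescence, ATP depletion format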
CSN deneddyl inh: inhibitors of human CSN-mediated cullin deneddylation. hit rate 0.38% among 360,000. Q92905. inhibition, % at 12.5 µM. Purified CSN, SCF-Nedd8-OG deneddylation, fluorescence polarization;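 active = pattern-corrected inhibition above about 35%, with an unprinted fluorescence ratio check between 0.5 and 1.5, limit read from the data, passing the limit was not always enough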;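 also: 0% = enzyme with substrate and 100% = substrate without enzyme; some results filed as inactive read as strong as hits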
Target sequence (Q92905 whole entry, looked up, one chain of several): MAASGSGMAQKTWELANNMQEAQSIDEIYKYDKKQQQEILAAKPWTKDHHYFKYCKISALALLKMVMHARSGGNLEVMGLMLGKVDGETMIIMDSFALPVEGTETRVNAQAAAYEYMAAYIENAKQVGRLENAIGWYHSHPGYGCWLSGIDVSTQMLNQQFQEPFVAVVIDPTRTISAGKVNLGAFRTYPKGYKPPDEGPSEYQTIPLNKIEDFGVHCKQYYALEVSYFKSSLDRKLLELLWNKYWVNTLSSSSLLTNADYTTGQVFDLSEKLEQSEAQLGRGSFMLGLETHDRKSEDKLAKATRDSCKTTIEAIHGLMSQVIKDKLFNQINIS
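Schedule: reaction 90 min, room temperature / Assay system: HEK293T-derived human Csn5 enzyme / Input: Csn5 at 0.24 nM final / Measure: inhibition of Csn5 cleavage, % / Control set: substrate-only high control, full reaction low control / Technique: fluorescence polarization of the substrate / Buffer or medium: Tris/NaCl/DTT buffer, pH 7.5 / Reagent: SCFSkp2-Nedd8OG substrate at 10 nM final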
Rpn11 block: Rpn11 (human) deubiquitinase inhibition; O00487; human 26S proteasome, Ub4-pepOG fluorescence polarization; 20S core pre-blocked with epoxomicin; calls only at 20 µM; hit rate 0.59% among 360,000; AID 588493;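 active = inhibition at 20 µM, scaled to each plate's controls, above about 33%, limit read from the data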
Target sequence (O00487 whole entry, looked up): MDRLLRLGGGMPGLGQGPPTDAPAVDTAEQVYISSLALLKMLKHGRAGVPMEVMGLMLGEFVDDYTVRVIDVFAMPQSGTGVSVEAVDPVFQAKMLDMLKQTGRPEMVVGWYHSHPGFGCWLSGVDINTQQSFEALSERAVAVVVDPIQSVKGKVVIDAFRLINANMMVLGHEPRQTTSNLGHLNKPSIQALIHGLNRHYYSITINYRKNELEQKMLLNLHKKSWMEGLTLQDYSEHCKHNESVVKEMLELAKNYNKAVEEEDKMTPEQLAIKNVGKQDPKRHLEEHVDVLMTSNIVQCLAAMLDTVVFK
Scp1 inh: inhibitors of human Scp-1 phosphatase. Recombinant Scp1, phosphopeptide, malachite green phosphate absorbance. inhibition, % at 20 µM. hit rate 0.88% among 340,000. AID 493091;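 active = inhibition above about 50% at 20 µM, limit read from the data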;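 also: plate controls were DMSO wells with enzyme for no effect and wells lacking enzyme for full effect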
Target sequence (Q9GZU7 76-261 limits assumed): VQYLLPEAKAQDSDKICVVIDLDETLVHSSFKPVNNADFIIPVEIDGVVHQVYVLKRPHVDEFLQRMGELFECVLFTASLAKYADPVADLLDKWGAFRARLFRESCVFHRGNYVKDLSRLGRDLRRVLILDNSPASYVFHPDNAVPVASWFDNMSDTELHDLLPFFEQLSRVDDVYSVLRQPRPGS
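assay system = SCP-1 phosphatase catalytic domain, residues 76-261 | buffer or medium = 50 mM Tris acetate pH 5.5, 0.005% Tween-20, 10 mM MgCl2 | incubation = enzyme reaction 45 min at room temperature, colour 5 min, stabilisation 30 min | signal = Phosphate-binding colour reagent, absorbance read at 630 nm | measure = % inhibition at 20 µM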
LMPTP inh: LMPTP (human) inhibition; P24666; recombinant LMPTP-A, OMFP fluorogenic substrate, fluorescence intensity; inhibition, % at 20 µM; hit rate 0.22% among 360,000; AID 651560;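 active = compounds that cut the enzyme signal by at least half of the control window in the single-dose screen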;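 also: plate controls were DMSO wells with enzyme plus substrate for no effect and substrate without enzyme for full effect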
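Test system: LMPTP-A phosphatase enzyme; input: 0.625 nM LMPTP-A final; reagent: OMFP substrate, 400 µM final; compound dosing: 20 µM single dose, 3% DMSO; incubation: 50 min dark incubation at room temperature; measured by: endpoint fluorescence intensity from OMFP dephosphorylation; measure: % inhibition relative to no-enzyme and uninhibited control wells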
The depositor's hits bear a star; i = inactive; / = not tested or not shown.

SMILES	MsrA inhibitor	STEP inh	NadD inh	DNMT1 inh	SUMO1 PPI mod	Tb MetRS inh	CSN deneddyl inh	Rpn11 block	Scp1 inh	LMPTP inh
Cc1ccccc1NC(=O)C1CC(=O)N(c2ccc3c4c(cccc24)CC3)C1 (configuration not stated)	-0.5	-1	-2	-6	-12	-0.4	1	i	13	-2.0
CCCCn1c(N)c(N(CCOC)C(=O)CCS(=O)(=O)c2ccc(Cl)cc2)c(=O)[nH]c1=O	-0.1	-2	-3	7	9	-0.2	-1	i	4	0.3
COc1c(C)cc(C(O)c2ncc(-c3ccccc3Cl)[nH]2)cc1C (configuration not stated)	-0.5	-2	-8	2	6	0.0	3	i	/	-0.1
O=c1c2c([nH]n1-c1ccccc1)C[C@@H](C1CCCCC1)O[C@H]2c1ccc(F)cc1	/	/	8	/	5	-0.5	-1	/	/	0.5
COc1ccc(C2NC(=S)NC3=C2N2CCC3CC2)cc1 (configuration not stated)	1.3	0	-1	0	-2	0.6	-1	i	0	-0.5
O=C(CNC(=O)C1CCCCC1)Nc1ccc(F)c(Cl)c1	2.0	-1	-5	2	-2	-0.2	-5	i	-7	-0.5
FC(F)(F)c1cc(-c2cccs2)nc2ncnn12	2.9	-2	2	-1	-14	-0.8	-4	i	-1	-1.6
Cc1ccc(C)c(N2CC(C(=O)Nc3cc(C)on3)CC2=O)c1 (configuration not stated)	-0.6	-7	-4	4	1	-0.9	7	i	-3	-1.8
c1ccc(CNc2nc3ccccc3n2CCN2CCOCC2)nc1	-1.0	-4	1	2	0	0.2	-1	i	-8	0.5
COc1cccc(CN2CC(C(=O)N(C)Cc3ccnc4ccccc34)CCC2=O)c1 (configuration not stated)	0.3	-2	-1	3	-2	0.1	1	i	-3	1.1
COC(=O)[C@@H]1C[C@@]2(O)[C@H](O)[C@H](O)[C@H](O)C[C@H]2N1Cc1cc(OC)cc(OC)c1	1.2	1	-1	4	3	0.3	0	i	2	-0.8
Cc1ccc(S(=O)(=O)CCC(=O)OCC(=O)NCc2ccccc2)cc1	-1.4	1	1	0	0	-0.3	3	i	-4	0.6
OCCC1CN(Cc2cnc(N3CCCC3)s2)CCN1C1CCCC1 (configuration not stated)	0.7	-1	-6	-2	-5	-0.5	8	i	-10	0.6
COc1cccc(/C(O)=C2/C(=O)C(=O)N(c3cc(C)on3)C2c2cccs2)c1 (configuration not stated)	5.0*	5	5	10	-8	-0.1	-1	i	-9	0.1
N#C/C(=C\C1CC2C=CC1C2)c1nc2ccccc2[nH]1 (configuration not stated)	0.6	0	5	-26	8	1.0	6	/	-2	22
CN1C(C)(C)CCCC1(C)C	-1.4	-2	-1	-5	1	-0.9	-3	i	-6	-1.2
Cc1ccccc1-n1c(=O)c(C#N)cc2c(=O)n3ccccc3nc21	1.9	-3	3	0	-21	0.0	2	i	-7	-1.4
Cc1ccc(C(=O)OCC(=O)NCc2ccc3c(c2)OCO3)s1	0.6	2	-10	3	4	0.0	-2	i	-5	-0.2
C[C@@H](c1ccccc1)N1C[C@H](COCc2ccccc2)Oc2cc(N3CC[C@@H](N(C)C)C3)ccc2S1(=O)=O	-2.1	/	0	/	-20	0.0	-2	/	/	-2.7
C=C(C)COc1ccc(-c2[nH]ncc2-c2ccc(OC)c(OC)c2)c(O)c1	1.2	-4	-4	-4	1	-0.4	4	i	0	1.2
CC(=O)c1cccc(NC(=O)COC(=O)c2cccs2)c1	-0.5	-2	-6	-5	3	-0.5	1	i	-7	0.4
COC(=O)N/N=C/c1cccc([N+](=O)[O-])c1	-0.3	-3	-2	2	-23	-0.2	1	i	-11	-1.2
N/C(Cn1nnc(-c2ccccc2)n1)=N\O	0.1	0	-1	2	-2	-1.6	-1	i	-11	-1.0
O=C(NCCSCc1ccco1)Nc1cccc(Cl)c1	0.0	2	-4	-5	4	0.8	0	i	-5	0.9
Cc1[nH]c2ccccc2c1C(=O)C(=O)NC1CC1	1.1	3	-3	3	2	0.0	4	i	-13	0.6
(list continues)
SMILES	MsrA inhibitor	STEP inh	NadD inh	DNMT1 inh	SUMO1 PPI mod	Tb MetRS inh	CSN deneddyl inh	Rpn11 block	Scp1 inh	LMPTP inh
O=C(NCCS(=O)(=O)N1CCN(Cc2ccccc2)CC1)c1ccccc1	0.4	1	1	3	-2	-0.4	-3	i	-1	0.2
Cc1ccnc(NC(=O)C2CCN(S(=O)(=O)c3c(C)c(C)cc(C)c3C)CC2)c1	-0.8	-1	-4	-2	1	-0.7	2	i	5	1.6
Cc1cccc(OCCCC(=O)NC(C)c2ccccc2)c1 (configuration not stated)	0.7	-2	-6	0	4	-1.0	0	i	-9	-1.3
N#Cc1nnn2c1nc(N)c1c(Cl)cccc12	0.6	-2	5	0	-5	-1.1	2	i	/	2.6
NC(=O)c1nn(-c2ccccc2)nc1N	0.5	-1	-1	-1	3	-0.1	3	i	3	-0.2
CCOC(=O)N1CCC(c2nc3ccccc3[nH]2)CC1	-0.6	0	-5	1	2	-0.7	0	i	5	0.9
CCCS(=O)(=O)NC(=O)C1(C)CCN(C(=O)c2cc3ccccc3s2)C1 (configuration not stated)	/	-1	-4	-4	-5	-0.1	-1	i	/	-2.3
COc1ccc(-c2[nH]ncc2CN2CCN(Cc3cccs3)CC2)cc1F	2.9	-2	-2	0	-4	-0.3	-2	i	-13	-0.3
O=C(c1ccc(CS(=O)Cc2cccc(Cl)c2)o1)N1CCN(C2CCCCC2)CC1 (configuration not stated)	0.3	-1	4	-2	1	-0.4	-2	i	-8	-0.5
COc1ccc(N=C2NC(=O)S/C2=C\c2ccc(N(C)C)cc2)cc1	0.6	1	19	-5	1	-0.8	13	i	-9	6.8
Cc1cccc(-c2nc3ccccc3c(=O)n2NC(=O)c2cccs2)c1	1.0	2	-1	-2	31	-0.9	4	i	-1	-2.0
Cc1ccc(CN2CCN(/N=C/c3ccc(C(F)(F)F)cc3)CC2)cc1	1.3	2	3	3	-1	0.4	-7	i	-1	2.5
O=C(NCCc1ccccc1)c1cccc2c(-c3cccnc3)coc12	0.0	1	-3	5	14	-0.1	2	i	/	1.2
COCCn1c(SCc2ccc(Cl)cc2)nc2c1c(=O)[nH]c(=O)n2C	-1.0	1	-1	-1	3	0.0	-5	i	-4	-2.4
Cc1cccc(NC(=O)C(=O)NCC2CCCN2S(=O)(=O)c2cccs2)c1 (configuration not stated)	1.2	1	-7	-7	-2	-0.2	3	i	/	-0.7
CCCC(C(=O)NC1CCCCC1)N(Cc1ccco1)C(=O)CNS(=O)(=O)c1ccccc1 (configuration not stated)	0.1	-7	-6	0	0	-1.5	-1	i	-9	1.5
CC(=O)Oc1cc2c(cc1Cl)C(c1cccs1)CC1(CC(C)(C)NC(=S)N1)O2 (configuration not stated)	-0.2	0	12	-3	-2	3.9	-2	i	3	1.6
CC(=O)Nc1ccc(S(=O)(=O)NCCC(=O)OCC(=O)c2ccc(Br)cc2)cc1	-0.3	2	-7	4	9	0.3	-1	i	-6	-0.8
O=C(c1ccc(F)cc1)N1CCN(c2cnn(-c3ccccc3)c(=O)c2Cl)CC1	2.3	-1	2	-4	-11	0.4	-11	i	5	0.4
CC(NCC(O)COc1ccc2ccccc2c1)c1ccccc1 (configuration not stated)	-1.7	-2	-3	0	-6	-0.7	0	i	-12	-0.1
O=C1CCC(C(=O)Nc2cccc(C(F)(F)F)c2)N1 (configuration not stated)	1.8	-3	3	-5	-4	0.7	-2	i	-4	-1.3
CCOc1ccccc1N(CC(=O)Nc1ccccc1F)S(=O)(=O)c1ccccc1	0.3	3	-12	-3	22	-1.5	7	i	-5	1.1
Cc1cccc(NC(=O)C(Cc2ccccc2)n2cccc2)c1 (configuration not stated)	-0.2	0	-8	0	-4	2.1	3	i	-11	2.7
COc1ccccc1C(=O)COC(=O)c1nc2nc(C)cc(C)n2n1	-0.1	0	5	2	0	-0.1	0	i	4	-0.1
COc1ccc(S(=O)(=O)N(CCc2ccccc2)CC(=O)O)cc1Cl	0.7	-2	-4	0	2	-0.5	1	i	6	0.4
Remaining list, next part
SMILES	MsrA inhibitor	STEP inh	NadD inh	DNMT1 inh	SUMO1 PPI mod	Tb MetRS inh	CSN deneddyl inh	Rpn11 block	Scp1 inh	LMPTP inh
COC(=O)c1ccc(NCN2C(=O)C3C4CCC(C4)C3C2=O)cc1 (configuration not stated)	-1.1	-2	1	3	-1	-0.7	4	i	31	-0.8
CO[C@@H]1O[C@@H]2COC(c3ccccc3)O[C@@H]2[C@@H](OC)[C@@H]1O (some centres not stated)	1.0	-2	4	-4	-1	-0.9	-4	i	-5	0.9
COc1ccc(/C=C/C(=O)N(C)C2CCS(=O)(=O)C2)cc1OC (configuration not stated)	1.7	2	-8	-2	-7	-0.1	-13	i	-8	-0.5
CC(=O)Nc1ccc2c(c1)nc(CCN1CCN(C)CC1)n2C	-0.4	1	1	-7	-2	-1.1	1	i	-3	-3.9
CC(C)(C)n1nc2c(c1NC(=O)c1ccccc1)CS(=O)(=O)C2	-1.4	-1	-2	-1	0	-0.3	-5	i	-7	0.4
COc1ccc(-n2c(SCCNCCO)nc3sc4c(c3c2=O)CCCC4)cc1	-0.2	-1	-1	0	-30	-1.7	-1	i	4	-6.6
